ABCB6 inh MLPCN: ABCB6 transporter inhibitors, primary screen, K562-ABCB6 cells, flow cytometry, MLPCN library; 0.19% of 360,000 active; K562-ABCB6 porphyrin accumulation, 1 h; stronger effect = lower value; AID 602162, 2011; fluorescence ratio to DMSO, % at 10 µM; ATP-binding cassette sub-family B member 6 (Homo sapiens), Q9NP58;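 active means fluorescence ratio to DMSO below 75%, the collection mean minus 3 SD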;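 further: signal is porphyrin accumulated inside mitochondria; 100% equals median channel fluorescence of DMSO control wells; lower ratio means ABCB6 inhibition with less porphyrin fluorescence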
Target sequence (Q9NP58 whole entry, looked up): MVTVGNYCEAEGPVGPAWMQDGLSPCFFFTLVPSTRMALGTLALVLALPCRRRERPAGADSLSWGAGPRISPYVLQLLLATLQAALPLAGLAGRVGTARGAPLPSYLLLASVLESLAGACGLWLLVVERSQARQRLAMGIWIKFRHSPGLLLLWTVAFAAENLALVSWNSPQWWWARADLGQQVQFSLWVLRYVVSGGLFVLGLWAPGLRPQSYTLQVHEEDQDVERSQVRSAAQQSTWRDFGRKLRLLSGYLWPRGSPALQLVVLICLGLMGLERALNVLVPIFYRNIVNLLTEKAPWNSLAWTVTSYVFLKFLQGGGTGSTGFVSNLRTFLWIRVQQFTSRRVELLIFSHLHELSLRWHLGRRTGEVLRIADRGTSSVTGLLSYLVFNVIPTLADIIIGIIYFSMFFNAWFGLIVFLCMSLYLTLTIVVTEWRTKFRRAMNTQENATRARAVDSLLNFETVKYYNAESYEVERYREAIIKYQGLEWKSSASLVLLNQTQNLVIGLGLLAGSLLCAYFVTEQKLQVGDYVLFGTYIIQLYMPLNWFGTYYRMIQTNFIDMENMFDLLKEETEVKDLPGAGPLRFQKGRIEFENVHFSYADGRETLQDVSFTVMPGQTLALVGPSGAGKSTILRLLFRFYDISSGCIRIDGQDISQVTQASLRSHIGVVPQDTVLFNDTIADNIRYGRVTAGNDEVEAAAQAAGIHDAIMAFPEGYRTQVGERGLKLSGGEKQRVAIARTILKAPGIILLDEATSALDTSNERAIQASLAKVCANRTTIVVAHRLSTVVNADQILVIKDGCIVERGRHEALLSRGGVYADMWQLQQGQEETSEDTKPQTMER
aDG glyco up: activators of alpha-DG glycosylation, primary screen, uHTS, Pro5-aDG cells, AlphaScreen. activation, % at 10 µM. alpha-DG glycosylation AlphaScreen (IIH6); 0% Pro5, 100% B10-LARGE cell signal. 0.22% of 360,000 active. AID 624168, 2012;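 active means activation of at least 8% versus controls, or a plate z-score of at least 8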;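 further: Pro5 are CHO cells carrying HIG-tagged alpha-DG that lacks glycosylation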
iPSC survival up: enhancers of single-cell hiPSC survival, primary screen, ATPlite luminescence | 100% = ROCK inhibitor wells, 0% = DMSO | survival enhancement, % at 20 µM | 0.044% of 360,000 active; in the data active means survival enhancement above about 18%;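 further: cells exposed to compounds for 16 hours before the ATP read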
H9c2 protect: cardioprotection against H2O2-induced cell death, primary screen, uHTS, H9c2 cells, ATPLite luminescence; 0.63% of 360,000 active; AID 588492, 2011; H9c2 cardiomyocytes, H2O2 injury protection, 2 h; protection from H2O2 cell death, % at 20 µM;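 active means compounds giving at least 50% protection of heart cells from peroxide-induced death in the single-dose screen, raw or plate-pattern-corrected value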;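 further: 0% = DMSO wells with peroxide and 100% = DMSO wells without peroxide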
Glyco luc inh: increase of ERlucT glycosylation luciferase signal, primary screen, N-linked glycosylation inhibitor project, D54 ERlucT cells, luminescence, set 2; D54 ERlucT glycosylation luciferase reporter, 24 h; percent of 100 nM tunicamycin response; reporter increase, % at 12.5 µM; 0.23% of 360,000 active; AID 588692, 2011;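 active means mean luciferase reporter signal, scaled so untreated is 0 and the glycosylation-blocking control 100, at or above a set limit in every replicate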;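 further: luciferase carries N-glycosylation sites so blocking glycosylation raises the light; 0% = median of neutral control wells and 100% = median of 100 nM tunicamycin wells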
HTR2A ag: mouse Htr2a agonists via beta-arrestin recruitment, primary screen, cell-based, luminescence | AID 624169, 2012 | 5-hydroxytryptamine receptor 2A (Mus musculus), P35363 | 0.66% of 360,000 active | CHO-K1 mHTR2A beta-arrestin complementation; percent of 30 µM serotonin response | activation, % at 7.6 µM;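 active means activation above a run cutoff, the mean activation of all tested compounds plus 3 SD, cut at about 14% in these data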;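 further: 0% = plate median of compound wells and 100% = 30 µM serotonin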
MC4R barr agon: MC4R agonists recruiting beta-arrestin, primary screen, cell-based, luminescence, agonist arm of biased-ligand search. U2OS MC4R beta-arrestin complementation; percent of melanotan II response, DMSO zero. activation, % at 8.9 µM. 0.98% of 360,000 active. AID 540308, 2011;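 active means activation above a per-plate cutoff, the mean activation of sample wells on that plate plus 3 SD, cut at about 8% in these data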
MC4R antagonist: MC4R antagonists of cAMP signaling, primary screen, cell-based, TR-FRET, antagonist arm of biased-ligand search | MC4R-expressing cells, MTII-stimulated cAMP, LANCE TR-FRET | AID 540295, 2011 | 0.48% of 360,000 active | Melanocortin receptor 4 (Homo sapiens), P32245 | inhibition, % at 6.5 µM;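 active means inhibition above its plate's cutoff, the mean of tested wells on that plate plus 3 SD, cut at about 29% in these data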;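 further: 0% = Melanotan II alone and 100% = Melanotan II plus saturating MCL0020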
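Test system: U2OS cells stably expressing human melanocortin 4 receptor (MC4R); also added: Melanotan II challenge; compound: 6.5 µM single dose; timing: 30-min compound preincubation, 1-h Melanotan II challenge, 1-h detection, room temperature; signal: Eu-cAMP/anti-cAMP TR-FRET, emission 671 nm; repeats: one well per compound, no replicates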
ABHD5-PLIN5 inh: ABHD5-PLIN5 interaction inhibitors, primary screen, cell lysate, split luciferase complementation, luminescence; inhibition, % at 4 µM; Perilipin-5 (Homo sapiens) + 1-acylglycerol-3-phosphate O-acyltransferase ABHD5 (Homo …; 0.78% of 360,000 active; Split G. princeps luciferase complementation, 4 h;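 active means inhibition above the mean inhibition across every tested compound plus 3 SD, cut at about 22% in these data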;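 further: 0% = DMSO only wells and the 100% control is not disclosed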
Exocytosis inh: LAMP-1 surface exposure blockers, TALL-104 cells – cell-based, flow cytometry, MLPCN library, primary screen | AID 651702, 2012 | TALL-104 LAMP-1 surface exposure; cells stimulated with thapsigargin and PMA | 0.66% of 360,000 active | inhibition, % at 10 µM;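 active means inhibition above about 55%, limit read from the data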
* marks the source's active call; other numbers are inactive results; / = no result given.

nr	SMILES	ABCB6 inh MLPCN	aDG glyco up	iPSC survival up	H9c2 protect	Glyco luc inh	HTR2A ag	MC4R barr agon	MC4R antagonist	ABHD5-PLIN5 inh	Exocytosis inh
1	Nc1ccn(CC(=O)NCc2ccccc2)c(=O)n1	100	-0.1	1.2	2	1	8	0.1	3	3	-2
2	CCOc1ccccc1N(CC(=O)NC1CCCCC1)S(C)(=O)=O	94	0.0	4.0	3	1	6	1.4	5	-3	2
3	CC1CC(C)CN(C(=O)C2CCCN(S(=O)(=O)c3cnc[nH]3)C2)C1 (stereo not drawn)	96	-0.2	-0.5	0	0	2	-1.5	9	6	16
4	COc1ccc(C2CCCCCN2C(=O)C2CCN(S(=O)(=O)c3ccc(C)cc3)CC2)cc1 (stereo not drawn)	98	-0.1	-2.0	0	-2	-4	0.8	-1	0	-1
5	Cc1ccc(-n2nc(C)c3c(C)c(CCC(=O)Nc4ccc(CN5CCCC5)cc4)c(C)nc32)cc1	87	-0.3	-0.4	-3	-12	-3	2.9	2	29*	29
6	O=C(NCC1CCCO1)c1ccc([N+](=O)[O-])s1 (stereo not drawn)	94	1.1	0.2	-5	3	3	-1.4	-6	0	9
7	Cn1ncc(Cl)c1C(=O)N1CCN(c2ccc(F)cc2)CC1	92	-0.1	-0.3	0	3	6	0.7	0	7	-4
8	O=S(=O)(NCc1cccs1)NCc1ccccc1F	100	-0.1	1.7	-2	0	1	-1.6	5	0	4
9	Cc1ccc(C)c(S(=O)(=O)N2CCN(C(=O)Nc3ccccc3)CC2)c1	102	0.2	-0.2	-3	2	3	-2.2	0	0	-1
10	O=C(COc1ccccc1[N+](=O)[O-])N/N=C/c1ccncc1	101	0.4	3.7	2	-1	-4	-1.6	2	1	-2
11	COc1ccc(NC(=S)NC(=O)C2CCC2)cc1	100	0.0	0.3	-3	1	7	-3.1	8	-6	-2
12	CCn1c(N)[n+](CC(=O)Nc2ccc(SC(F)F)cc2)c2ccccc21	92	0.7	-0.7	-9	-3	-4	1.2	-1	17	11
13	Cc1nn(CC(=O)Nc2cccc(C(F)(F)F)c2)c(=O)c2cccn12	103	-0.1	-0.2	9	0	0	-1.7	14	2	-12
14	Cc1cc(Br)ccc1NC(=S)NCCc1ccccc1	94	0.1	-0.5	-4	-4	-3	-3.5	13	-10	0
15	CC1SC(c2ccccc2Cl)NC1=O (stereo not drawn)	102	0.2	2.6	5	1	7	-1.2	0	4	2

Reprinted from the part before: two entries; new compounds follow.
nr	SMILES	ABCB6 inh MLPCN	aDG glyco up	iPSC survival up	H9c2 protect	Glyco luc inh	HTR2A ag	MC4R barr agon	MC4R antagonist	ABHD5-PLIN5 inh	Exocytosis inh
14	Cc1cc(Br)ccc1NC(=S)NCCc1ccccc1	94	0.1	-0.5	-4	-4	-3	-3.5	13	-10	0
15	CC1SC(c2ccccc2Cl)NC1=O (stereo not drawn)	102	0.2	2.6	5	1	7	-1.2	0	4	2
16	CCCCCCc1c(C)c2ccc(OCC(=O)N3CCC[C@H]3C(=O)O)c(C)c2oc1=O	96	0.0	-0.4	4	-1	2	1.4	15	-5	-1
17	O=C(O)c1ccccc1NN=Cc1ccccc1	103	0.4	0.5	-5	-2	6	2.2	20	-10	60*
18	Cc1ccc(C)c(CNS(=O)(=O)c2c(C)[nH]c(C)c2C(=O)N2CCCC2)c1	99	-0.1	0.2	-3	2	-5	-2.1	1	0	-1
19	Cc1ccc(C)c(NC(=O)CCC(=O)NNC(=O)c2cccs2)c1	101	0.1	-0.7	-4	5	4	-0.5	1	1	-4
20	CN(/N=C\c1ccc(O)c(O)c1)c1nc(-c2ccccc2)cc(-c2ccccc2)n1	94	-0.6	3.6	0	2	6	1.2	7	-2	20
21	C#CCn1ccc(O)c(Cc2ccccc2)c1=O	98	-0.1	-0.3	-3	0	12	0.3	22	3	1
22	Cc1ccc(-n2nc3c(N4CCC(C(=O)NCCc5cccs5)CC4)nnc(C)c3c2C)cc1	105	0.7	0.0	-13	-11	-1	15*	7	13	9
23	COc1ccccc1-n1cnnc1SCC(=O)c1c[nH]c2ccccc12	99	-0.1	0.0	1	-2	-3	-1.4	1	0	-1
24	CC1CCN(C(=O)c2ccc(N3C(=O)C4CCC(C)CC4C3=O)cc2)CC1 (stereo not drawn)	96	0.0	0.0	-5	-1	10	-2.2	3	-2	-8
25	O=C1C2C3C=CC([C@@H]2C(=O)N1C1CC1)[C@H]1C(=O)N(C2CC2)C(=O)C31 (stereo partly drawn)	103	0.0	3.5	-4	2	-1	2.2	7	8	1
26	Cc1ccc(-c2noc(C3CCN(C(=O)Nc4ccc(C#N)cc4)CC3)n2)o1	104	0.7	0.0	-6	0	-5	-0.7	10	-1	-7
27	COc1ccc(N2C(=O)CC(N3CCOCC3)C2=O)cc1 (stereo not drawn)	98	0.4	9.9	8	0	-4	-0.9	-1	0	2
28	CC(CC(=O)Nc1cc([N+](=O)[O-])ccc1Cl)c1ccccc1 (stereo not drawn)	95	-0.1	-3.0	15	0	-3	0.0	-1	-10	8
29	CCOC(=O)c1c(CSc2ccccc2)oc2ccc(O)cc12	102	0.2	-2.9	-25	-1	5	2.4	2	-8	12
30	COc1ccc(CNC(=O)c2cc(SC)ccc2Cl)cc1OC	92	1.5	8.0	-12	-1	3	-1.1	0	-4	-4

Copied from the list.
Reading of COc1ccc(C2CCCCCN2C(=O)C2CCN(S(=O)(=O)c3ccc(C)cc3)CC2)cc1 (stereo not drawn) in iPSC survival up: -2.0
Reading of O=S(=O)(NCc1cccs1)NCc1ccccc1F in ABCB6 inh MLPCN: 100

Further records follow.
Below each SMILES: ABCB6 inh MLPCN	aDG glyco up	iPSC survival up	H9c2 protect	Glyco luc inh	HTR2A ag	MC4R barr agon	MC4R antagonist	ABHD5-PLIN5 inh	Exocytosis inh
[31] COc1ccc(C2CC(C(F)(F)F)n3nc(C(=O)NCCN4CCOCC4)cc3N2)cc1 (stereo not drawn)
 : 92	-0.1	0.6	6	-1	-1	-0.4	-4	4	-8
[32] CN1C2CCC1/C(=C\c1ccccc1)C(=O)/C2=C\c1ccccc1
 : 95	-0.5	-4.9	3	8	0	0.2	0	21	4
[33] Cc1ccc2nc(CSc3nnc4ccccn34)cc(=O)n2c1
 : 102	-0.3	1.0	8	1	0	-2.9	-9	3	-1
[34] CC(=O)Nc1cccc(NS(=O)(=O)c2ccccc2[N+](=O)[O-])c1
 : 95	-0.1	0.4	-1	4	-2	-0.9	15	-6	3
[35] O=C(CSc1nc2ccccc2o1)N1CCN(c2ccccc2)CC1
 : 108	-0.2	-1.5	4	0	2	-0.8	2	2	-3
[36] O=C1c2ccccc2C(c2nc3ccccc3[nH]2)N1Cc1ccco1 (stereo not drawn)
 : 100	3.0	2.5	1	2	3	/	/	7	-4
[37] COc1ccc(Cl)cc1NS(=O)(=O)c1cccc(C(=O)NCC(c2ccco2)N(C)C)c1 (stereo not drawn)
 : 97	-0.1	-0.5	11	1	-8	-1.7	-1	5	-4
[38] O=C(Nc1cc(S(=O)(=O)N2CCOCC2)ccc1-n1cncn1)c1ccc(Cl)cc1
 : 99	0.0	-0.8	-11	1	0	-1.1	6	0	5
[39] Fc1cccc(Cc2noc(CN3CCN(c4cnccn4)CC3)n2)c1
 : 95	0.0	-0.6	0	-2	3	2.1	13	-1	-1
[40] COc1ccc(CN2C[C@H](O)COC[C@@H]3O[C@H](CC(=O)NCc4ccncn4)CC[C@H]32)cc1
 : /	-0.2	/	/	/	1	/	/	6	-5
[41] Cc1cccc(N2CCN(C(C(=O)NCc3ccccc3)c3ccc(F)cc3)CC2)c1C (stereo not drawn)
 : /	0.7	/	/	/	-6	/	/	-13	1
[42] Cc1ccc(S(=O)(=O)N(C)C[C@H]2OCc3cnnn3CCCC(=O)N([C@H](C)CO)C[C@H]2C)cc1
 : 98	0.0	-3.0	-10	1	6	3.3	-2	1	1
[43] COc1ccc(OC)c(NC(=O)C2CCN(S(=O)(=O)c3c(C)noc3C)CC2)c1
 : 96	-0.1	1.8	-2	0	1	-0.2	-2	-1	-2
[44] CCC1Oc2ccccc2N(Cc2ccccc2C)C1=O (stereo not drawn)
 : 99	0.3	-0.3	-3	0	3	0.5	3	-2	-5
[45] CC(CCc1ccccc1)NC(=O)CN1C(=O)NC2(CCCCC2)C1=O (stereo not drawn)
 : 99	0.0	2.4	9	1	4	1.3	1	-2	8

Assay outcomes from PubChem.
